MITF primary = human MITF inhibition, primary screen; AlphaScreen MITF homodimerization, bead proximity signal; actives 0.91% (n = 650,000); inhibition, % at 2.6 µM; O75030; in the data active = inhibition above about 50%;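 also: 0% = vehicle wells with protein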
Target sequence (O75030 whole entry, looked up): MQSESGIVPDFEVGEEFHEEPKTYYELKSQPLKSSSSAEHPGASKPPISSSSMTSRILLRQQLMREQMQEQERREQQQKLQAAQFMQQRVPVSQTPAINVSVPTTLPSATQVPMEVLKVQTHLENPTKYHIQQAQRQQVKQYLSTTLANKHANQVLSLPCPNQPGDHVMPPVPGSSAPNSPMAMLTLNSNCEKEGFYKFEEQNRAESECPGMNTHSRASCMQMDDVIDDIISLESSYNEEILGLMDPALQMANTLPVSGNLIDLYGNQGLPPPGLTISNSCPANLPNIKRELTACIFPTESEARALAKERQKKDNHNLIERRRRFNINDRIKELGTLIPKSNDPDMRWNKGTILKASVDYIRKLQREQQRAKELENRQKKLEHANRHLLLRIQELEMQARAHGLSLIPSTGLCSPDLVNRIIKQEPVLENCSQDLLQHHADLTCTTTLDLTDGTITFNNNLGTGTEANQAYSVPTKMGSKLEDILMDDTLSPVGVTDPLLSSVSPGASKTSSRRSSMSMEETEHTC
GPR151 ag = activators of human GPR151 | Q8TDV0 | PathHunter beta-arrestin GPR151 cells, luminescence | activation, % at 11.2 µM | actives 1% (n = 650,000) | AID 1508602; in the data active = activation above about 4.9%;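 also: 0% = median of compound wells and 100% = cells with positive control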
Target sequence (Q8TDV0 whole entry, looked up): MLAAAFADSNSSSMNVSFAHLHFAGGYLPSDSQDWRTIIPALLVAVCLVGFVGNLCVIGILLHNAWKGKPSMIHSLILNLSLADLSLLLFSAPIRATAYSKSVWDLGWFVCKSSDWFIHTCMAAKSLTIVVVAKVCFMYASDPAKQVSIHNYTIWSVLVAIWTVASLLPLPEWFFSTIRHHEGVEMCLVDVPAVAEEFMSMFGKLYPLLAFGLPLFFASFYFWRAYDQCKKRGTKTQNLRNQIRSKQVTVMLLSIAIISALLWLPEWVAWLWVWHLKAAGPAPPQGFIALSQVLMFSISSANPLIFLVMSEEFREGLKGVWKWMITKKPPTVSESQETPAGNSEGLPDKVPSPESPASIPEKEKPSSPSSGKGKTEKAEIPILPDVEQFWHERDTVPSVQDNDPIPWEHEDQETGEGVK
FBW7 activator = human FBW7 E3 ligase activation, primary screen; Q969H0; AlphaScreen FBW7–phospho-cyclin E peptide binding, activator screen; normalized activity (activation), % at 26.1 µM; actives 0.13% (n = 650,000); AID 1259310; in the data active = normalized activity above about 1.9%;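 also: purified mutant Fbw7 with reduced substrate affinity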
TEAD-YAP inh = TEAD-YAP interaction inhibition; HEK-TIYL cells, TEAD-Gal4/YAP UAS-luciferase luminescence; inhibition, % at 9.12 µM; actives 1.4% (n = 640,000); AID 1259422; in the data active = inhibition above about 32%;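 also: 0% = median of test compound wells and 100% = reference inhibitor wells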
An asterisk follows results filed as active; / = not tested or not shown; & = joins results of further samples.

Codes: A = MITF primary; B = GPR151 ag; C = FBW7 activator; D = TEAD-YAP inh
1) CCP(=S)(CC)Nc1cccc(C(F)(F)F)c1
  A: -1; B: -0.2; C: 0.1; D: -5
2) O=C(Nc1ccc(Br)cc1C(=O)c1ccccc1Cl)c1ccco1
  A: 16; B: -0.4; C: 0.4; D: 2
3) CCCCNCC1OCc2ccccc2CO1
  A: 8; B: 3.8; C: 0.0; D: -10
4) CCC(C)N1CCN(Cc2ccc(OC)cc2)CC1 (centres undefined)
  A: 69*; B: -1.3; C: 0.3; D: -1
5) C=CCOc1ccc(C2SCC(=O)Nc3c2c(=O)[nH]n3C(C)C)cc1 (centres undefined)
  A: 2; B: 0.9; C: 0.0; D: 6
6) CCOC(=O)CN1C(=O)C2(C(C#N)=C(N)Oc3ccccc32)C(C(=O)OC)=C1C (centres undefined)
  A: 9; B: -1.3; C: 0.0; D: -1
7) N#C/C(=C\c1ccc(O)c(O)c1)C(N)=S
  A: -7; B: -0.2; C: -0.2; D: /
8) NC1=C(c2nc(-c3ccccc3)cs2)C(c2ccc(Br)cc2)c2c(c3ccccc3oc2=O)O1 (centres undefined)
  A: 8; B: -0.8; C: 0.5; D: 0
9) COc1cc(C2C(C#N)=C(N)Oc3c2c(=O)oc2ccccc32)cc(OC)c1O (centres undefined)
  A: -2; B: -1.5; C: 0.0; D: -5
10) c1cc2c(cc1CCNC1CCCCC1)OCO2
  A: 38; B: 0.5; C: 0.0; D: 3
11) CCCCC/C=C\C/C=C\C/C=C\C/C=C\CCCCOC(CO)CO
  A: 4; B: 0.5; C: /; D: /
12) Cc1cc(C)n(-c2cc(N3CCNCC3)ccc2[N+](=O)[O-])n1
  A: -9; B: -1.1; C: -0.2; D: -3
13) COc1ccc(C(C)=O)cc1CC(C(=O)c1ccc(C)cc1)N(C)C (centres undefined)
  A: 10; B: 0.0; C: 0.1; D: -1
14) O=C1CCC(N2C[C@H]3C[C@@H](C2)c2cccc(=O)n2C3)CCN1Cc1ccccc1Cl (some centres undefined)
  A: 16; B: -1.6; C: 0.0; D: 2
15) NCC(=O)Nc1ccc(Br)cc1C(=O)c1ccccc1
  A: 11; B: 0.3; C: 0.1; D: -40
16) O=C1/C(=C\c2cc3c(cc2Cl)OCO3)N2CCC1CC2
  A: -11; B: -0.4; C: -0.6; D: 1
17) CN1C2CCC1CC(OC(=O)CNC1CCCCC1)C2 (centres undefined)
  A: 55*; B: 2.6; C: 0.0; D: -5
18) Clc1ccc(CNc2cc(Cl)ncn2)cn1
  A: 22; B: -1.0; C: 0.0; D: 9
19) Cc1ccc(C2SCC(=O)Nc3c2c(=O)[nH]n3C2CCCC2)cc1 (centres undefined)
  A: -9; B: 1.8; C: 0.0; D: 7
20) CC12CC[C@H]3[C@@H](CCC4=CC(=O)CC[C@@H]43)[C@@H]1CC[C@@H]2O (some centres undefined)
  A: -3; B: 1.5; C: 0.0; D: -3
21) CC(Cc1ccccc1)NC(=O)Cc1ccc([N+](=O)[O-])cc1 (centres undefined)
  A: -1; B: 0.9; C: 0.0; D: -5
22) N/C(=N\[N+](=O)[O-])NNC(=O)C(=O)N/N=C/c1ccc(O)cc1
  A: 2; B: -0.2; C: -0.2; D: 3
23) CC(Cc1ccccc1)NC(=O)CO/N=C/c1ccccc1 (centres undefined)
  A: -2; B: -0.6; C: 0.0; D: 4
24) CCCCC/C=C\C/C=C\C/C=C\CCCCCCC(=O)NCCO
  A: 5; B: 2.6; C: /; D: /
25) c1cncc(C2CC(c3cccs3)n3ncnc3N2)c1 (centres undefined)
  A: -1; B: -3.1; C: 0.2; D: 1
26) Cc1cccc(CN2CCN(C(=O)COc3ccc(Br)cc3)CC2)c1
  A: 40; B: 1.2; C: 0.1; D: 14
27) O=c1[nH]c(O)c(N=Nc2ccc3c(c2)OCCO3)c(=O)[nH]1
  A: 48; B: -3.5; C: -0.1; D: 62*
28) CN(C)C1(c2nnnn2-c2ccc(Cl)cc2)CCCCC1
  A: 4; B: 0.0; C: -0.1; D: 1
29) COCc1c(C(=O)NCc2cccnc2)c(=O)cc(C)n1CCCc1ccccc1
  A: 9; B: -0.9; C: 0.1; D: -4
30) CCCCn1c(=O)c(C(=O)NCc2ccco2)c(O)c2ccccc21
  A: 10; B: 0.0; C: 0.5; D: 6
31) COc1ccc(C=C(C#N)C#N)cc1Cl
  A: 9; B: 4.2; C: 0.0; D: -3
32) Cn1ccnc1C1(O)CC2CCC(C1)N2CC(=O)Nc1ccc2c(c1)CCC2 (centres undefined)
  A: -3; B: 1.2; C: -0.1; D: 0
33) c1cc(N2CCNCC2)c2cnccc2c1
  A: 0; B: -3.2; C: /; D: /
34) C=CCN1CCC23c4c5ccc(O)c4O[C@H]2C(=O)CC[C@@]3(O)C1C5 (some centres undefined)
  A: 12; B: -0.7; C: 0.0; D: -7
35) O=C(Nc1nccs1)c1c(O)c2c(n(Cc3ccccc3)c1=O)CCCC2
  A: -7; B: -0.6; C: 0.0; D: -1
36) CCCC1(CCC)C(=O)NC(=Nc2ccccc2)NC1=O
  A: -10; B: -0.4; C: -1.1; D: 1
37) COc1ccc(NC2=NCCS2)cc1
  A: 5; B: 0.2; C: 0.0; D: -3
38) COc1cc(CN2CCN(C)CC2)ccc1O
  A: 41; B: 0.2; C: -0.2; D: 5
39) CN1CCc2nc(SCc3ccccc3F)c(C#N)cc2C1
  A: -7; B: 0.0; C: -0.2; D: -5
40) COc1ccc(CN2CCN(Cc3ccccc3)CC2)c(O)c1
  A: 11; B: 0.8; C: -0.1; D: -3

Ordered by molecular weight (low to high): part of the list above.
Codes: A = MITF primary; B = GPR151 ag; C = FBW7 activator; D = TEAD-YAP inh
37) COc1ccc(NC2=NCCS2)cc1
  A: 5; B: 0.2; C: 0.0; D: -3
33) c1cc(N2CCNCC2)c2cnccc2c1
  A: 0; B: -3.2; C: /; D: /
38) COc1cc(CN2CCN(C)CC2)ccc1O
  A: 41; B: 0.2; C: -0.2; D: 5
25) c1cncc(C2CC(c3cccs3)n3ncnc3N2)c1 (centres undefined)
  A: -1; B: -3.1; C: 0.2; D: 1
36) CCCC1(CCC)C(=O)NC(=Nc2ccccc2)NC1=O
  A: -10; B: -0.4; C: -1.1; D: 1
27) O=c1[nH]c(O)c(N=Nc2ccc3c(c2)OCCO3)c(=O)[nH]1
  A: 48; B: -3.5; C: -0.1; D: 62*
23) CC(Cc1ccccc1)NC(=O)CO/N=C/c1ccccc1 (centres undefined)
  A: -2; B: -0.6; C: 0.0; D: 4
28) CN(C)C1(c2nnnn2-c2ccc(Cl)cc2)CCCCC1
  A: 4; B: 0.0; C: -0.1; D: 1
40) COc1ccc(CN2CCN(Cc3ccccc3)CC2)c(O)c1
  A: 11; B: 0.8; C: -0.1; D: -3
39) CN1CCc2nc(SCc3ccccc3F)c(C#N)cc2C1
  A: -7; B: 0.0; C: -0.2; D: -5
34) C=CCN1CCC23c4c5ccc(O)c4O[C@H]2C(=O)CC[C@@]3(O)C1C5 (some centres undefined)
  A: 12; B: -0.7; C: 0.0; D: -7
30) CCCCn1c(=O)c(C(=O)NCc2ccco2)c(O)c2ccccc21
  A: 10; B: 0.0; C: 0.5; D: 6
24) CCCCC/C=C\C/C=C\C/C=C\CCCCCCC(=O)NCCO
  A: 5; B: 2.6; C: /; D: /
35) O=C(Nc1nccs1)c1c(O)c2c(n(Cc3ccccc3)c1=O)CCCC2
  A: -7; B: -0.6; C: 0.0; D: -1
26) Cc1cccc(CN2CCN(C(=O)COc3ccc(Br)cc3)CC2)c1
  A: 40; B: 1.2; C: 0.1; D: 14

(list continues)
entry	SMILES	MITF primary	GPR151 ag	FBW7 activator	TEAD-YAP inh
41	CC(C)OC(=O)C1C2c3ccccc3C(c3ccccc32)C1C(=O)O (centres undefined)	-3	-1.0	0.0	4
42	CC1(C)C(C(=O)N2CCC[C@@H]3CN(Cc4ccsc4)CC[C@H]32)C1(C)C	3	1.5	-0.2	4
43	COc1ccc2[nH]c(C)c(CCNCc3cn(C)c4ccccc34)c2c1	49	-0.8	0.0	9
44	CN(C)c1ccc(C(=O)c2ccc(N(C)C)cc2)cc1	-4	0.0	-0.1	-22
45	CCOP(=S)(OCC)Oc1ccc(Cl)cc1Cl	-1	0.8	0.5	-7
46	CS(C)(=O)=Nc1c([N+](=O)[O-])ccc2nonc12	-1	-0.5	0.0	8
47	CCCCN(C(=O)c1ccc(F)cc1)C1=CC2CCC(C1)N2C (centres undefined)	-8	-0.4	0.2	4
48	CCc1ccc(CN2CCN(Cc3ccccc3F)CC2)cc1	71*	-0.3	-0.1	-5
49	CC(C)CN1CCN2C(=O)[C@@H](CO)NC(=O)[C@H]2C1	-2	-1.1	0.0	2
50	COc1cccc(/C=C/c2nc3ccccc3c(=O)n2-c2ccccc2F)c1OC	-3	-1.2	0.1	2
51	Cc1ccc(C2(O)CC(C)N(C)CC2C)cc1 (centres undefined)	0	-0.1	-0.1	-3
52	Cc1ccc(C(C)N2CCNCC2)c(C)c1 (centres undefined)	9	0.4	1.2	0
53	COc1ccc2c(c1)[C@]13CCCC[C@H]1[C@H](C2)N(C)CC3	-5	-0.7	0.0	-8
54	O=[N+]([O-])c1ccc(CN2CCN(c3ccccc3F)CC2)cc1	21	1.3	0.0	-8
55	CC(C)CC1C(=O)NC(=S)NC1=O	-2	-1.2	0.0	-5
56	CCCCn1c(=O)c(C(=O)NC(C)c2ccccc2)c(O)c2ccccc21 (centres undefined)	4	-0.9	0.0	-1
57	Cc1cc2c(cc1Br)NC(=O)C2(c1c(O)n(C)c(=O)n(C)c1=O)C(C#N)C#N (centres undefined)	6	0.0	-0.3	-15
58	O=c1c2ccccc2nc(/C=C/c2ccc([N+](=O)[O-])cc2)n1-c1ccc(Cl)cc1Cl	-8	0.7	0.0	-3
59	OC1(C(O)(C#CCN2CCCCC2)c2ccccc2)CCCC1 (centres undefined)	11	0.5	0.6	7
60	C[N+]1(C)CCC(OC(=O)C(c2ccccc2)c2ccccc2)CC1	-9&-24	-0.8&-0.5	-0.1&0.9	3
61	CCCC(=O)c1ccc(N2CCN(C)CC2)c(F)c1	-3	-0.5	-0.1	-46
62	CN1CCc2nc(CO)c(CO)cc2C1	-3	1.9	0.1	/
63	CCOC(=O)C1=C(C)OC(N)=C(C#N)C12C(=O)Nc1ccc([N+](=O)[O-])cc12 (centres undefined)	8	-0.7	0.1	6
64	Cc1cc(N2Cc3ccccc3C2=N)ccc1Br	15	-2.9	0.1	-21
65	Cc1nn(-c2ccccc2)c2c1CC(C(=O)O)C1CCCCN21 (centres undefined)	2	-1.0	0.0	-17
66	O=S(=O)(c1cccs1)N1CCc2nc3ccncc3cc2C1	13	0.3	0.1	5
67	Cc1[nH]c2ccccc2c1/C=C/c1nc2ccc(I)cc2c(=O)n1-c1ccccc1	2	2.1	0.6	-1
68	Cc1cccc(C)c1-n1nnnc1C1(NCCc2c(C)[nH]c3ccccc23)CCCCC1	-10	3.2	-0.1	-5
69	COc1ccc(S(=O)(=O)N(C)[N+](=O)[O-])cc1	-3	0.2	0.0	0
70	CC(=O)N(C1=NCCCS1)c1cccc(Cl)c1	1	0.0	0.0	-11
71	O=C(O)[C@@H]1CCN1	13	-2.2	0.1	1
72	CC(Cc1ccc(OCC(=O)O)cc1)NCC(O)c1cccc(Cl)c1 (centres undefined)	8	-1.6	0.6	7
73	CC(=O)Oc1cccc(/C=C/c2nc3ccccc3c(=O)n2-c2ccc(F)cc2)c1	6	2.5	-0.1	-1
74	O=C(CN1C(=O)CN=C(c2cccs2)c2c1sc1c2CCC1)NCc1cccs1	-6	-0.6	0.4	6
75	COc1ccc(CCNC2CCCCC2OC)cc1 (centres undefined)	33	-0.4	0.7	7
76	CN1C(=O)C(=Cc2ccc(Sc3cccc4ccccc34)o2)C(=O)N(C)C1=O	-2	0.8	-0.4	-10
77	Clc1ccc(C(Cn2ccnc2)OCc2csc3c(Cl)cccc23)c(Cl)c1 (centres undefined)	8&-1	1.9&1.0	0.2&0.1	-6
78	Cc1cccc(C)c1OP(N)(=O)OCC(F)(F)F (centres undefined)	-2	-1.5	0.5	1
79	Nc1nonc1COCc1nonc1N	7	-1.6	0.0	-1
80	COc1c(Cl)cc(Cl)cc1C1C(C#N)=C(N)Oc2c1c(=O)oc1ccccc21 (centres undefined)	9	0.6	0.1	2
81	C=C(C)CN(CC)C(C)Cc1ccc(OC)c(OC)c1 (centres undefined)	9	0.2	1.1	-4
82	O=C1/C(=C\c2cccc(Br)c2)N2CCC1CC2	-3	0.4	-0.1	-5
83	COc1ccc(C2C3C(=NN2C(C)=O)C2CCN3CC2)cc1 (centres undefined)	4	0.8	0.0	-6
84	CCOC(=O)c1c(C)n(CC2CCCO2)c2c1cc(O)c1ccccc12 (centres undefined)	6	0.1	-0.2	-11
85	CC1(C)CN=C(Nc2nc3ccccc3s2)S1	-19	-1.9	-0.2	-59
86	Cc1cccc(NC(=S)N2CC3CC(C2)c2cccc(=O)n2C3)c1 (centres undefined)	7	0.6	0.0	-2
87	O=c1cccc2n1CC1CC2CN(C(=S)NC2CCCCC2)C1 (centres undefined)	-8	-0.4	-0.2	3
88	COc1ccccc1NC(=O)Nc1ccnn1C1CCN(C(=O)C2C(C)(C)C2(C)C)CC1	-3	-0.6	-0.1	4

These rows are one share of the data; count on the stated rates, not on these rows.
